# From PubChem
# GLP1R inv ag: qHTS of GLP-1 Receptor Inverse Agonists (Inhibition Mode); 410,000 compounds, 1.6% hits; Potency, µM (highest dose often 38.3 µM), inactives show at the top dose activity change, negative = inhibition, hits mostly inhibitors; HEK293 GLP-1R CRE-luciferase, luminescence, 24 h; GLP-1R form is constitutively active; AID 624417, 2012; further: potency means the concentration at half of the fitted maximal effect; on the % scale 0 is the no-effect control and ±100 the full control effect; nearly all actives have a fitted effect of over 55% in size
#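 Cells are plated, allowed 12 hours at 37 deg C, then treated with compounds for 24 hr before luciferase detection reagent is added and luminescence is read after 12 min at room temperature. The HEK293 line carries constitutively active GLP-1R with a cAMP-responsive reporter.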
# KB-V1 MDR tox: qHTS assay for MDR1-selective chemotherapeutics: Primary screen using the drug-selected MDR subline cells KB-V1; Potency, µM (titrated, usually from 46.1 µM), inactives show at the top dose activity change, negative = cytotoxicity, most hits filed as cytotoxic; 400,000 compounds, 3.4% hits; AID 1347076, 2019; KB-V1 MDR cells viability, CellTiter-Glo, 72 h; further: potency means the concentration at half of the fitted maximal effect; on the % scale 0 is the no-effect control and ±100 the full control effect; nearly all actives have a fitted effect of over 60% in size
#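 Compound-treated KB-V1 multidrug-resistant cells, 72 h, 37 degrees C; viability by CellTiter-Glo. Fitted qHTS curves give the values.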
# D3 antag: qHTS of D3 Dopamine Receptor Antagonist: qHTS; D3R cells, DiscoveRx beta-arrestin luminescence, antagonist mode; stronger effect = lower value; 360,000 compounds, 2.5% hits; max response, negative = inhibition, %; D(3) dopamine receptor (Homo sapiens), P35462; in the data active means max response below about -50%; inconclusive means no clear call, values can overlap the other calls; further: on the % scale 0 is the no-effect control and ±100 the full control effect; mostly tested at two doses, the higher about 12 µM
# Target sequence (P35462 whole entry, looked up): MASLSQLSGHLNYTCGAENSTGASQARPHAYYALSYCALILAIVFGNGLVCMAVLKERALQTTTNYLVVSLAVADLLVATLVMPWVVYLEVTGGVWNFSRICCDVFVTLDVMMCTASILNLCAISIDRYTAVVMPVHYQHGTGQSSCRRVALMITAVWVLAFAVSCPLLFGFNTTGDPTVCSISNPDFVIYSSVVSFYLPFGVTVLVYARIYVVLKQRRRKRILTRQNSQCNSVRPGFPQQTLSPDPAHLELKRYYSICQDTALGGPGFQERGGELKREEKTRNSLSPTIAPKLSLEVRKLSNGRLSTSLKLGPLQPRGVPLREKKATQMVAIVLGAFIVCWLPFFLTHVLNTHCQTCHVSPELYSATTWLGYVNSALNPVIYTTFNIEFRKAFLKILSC
#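 Cells plated overnight at 1500 cells/well, then exposed to library compounds with dopamine controls for 90 minutes at 37 degrees C. DiscoveRx reagent added for 30–60 minutes at room temperature; luminescence read, quantitative HTS format.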
# GLP1R ag: qHTS of GLP-1 Receptor Agonists; Glucagon-like peptide 1 receptor (Homo sapiens), P43220; HEK293 GLP-1R CRE-luciferase, luminescence, 4-6 h; cells express a hypersensitive GLP-1R form; Potency, µM (doses to about 45.6 µM), for the others: top-dose activation, usual class: activators; 380,000 compounds, 0.007% hits; AID 624172, 2012; further: potency means the concentration at half of the fitted maximal effect; % of control where 0% means no effect
# HEK293 tox: qHTS of GLP-1 Receptor Inverse Agonists: Cytotox Screen. Potency, µM (doses to about 38.3 µM), for inactives: at the top dose activity change, negative = inhibition, usual class: inhibitors. HEK293 cAMP-luciferase reporter cells, luminescence, 24 h. 410,000 compounds, 0.13% hits;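 further: loss of luciferase light is scored as toxicity; potency means the concentration at half of the fitted maximal effect; on the % scale 0 is the no-effect control and ±100 the full control effect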
#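 MLSMR compounds, 24 hr on cells at 37 deg C/5% CO2; luminescence after luciferase reagent (12 min RT). Inhibition counted as the undesired cytotoxic outcome.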
# TDP-43 yeast inh: qHTS of TDP-43 Inhibitors; TDP-43 expressing yeast growth rescue, BacTiter-Glo, 24 h; Potency, µM (top dose mostly 46.1 µM), for inactives: at the highest dose growth rescue (activation), usual class: activators; 410,000 compounds, 1.8% hits; AID 652104, 2013; further: potency means the concentration at half of the fitted maximal effect; % of control where 0% means no effect; nearly all actives have a fitted effect of over 50% in size
#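 Cell-based yeast growth screen: TDP-43 expression induced in galactose, inoculum OD600=0.02 after raffinose pregrowth to mid-log. Read-out BacTiter-Glo luminescence at 24 hr, 30 deg C; inhibition of toxicity seen as signal increase.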
# aSyn rescue: qHTS of alpha-syn Inhibitors | Potency, µM (titrated, usually from 46.1 µM), inactives show at the highest dose growth rescue (activation), actives largely listed as activators | Yeast expressing alpha-synuclein, growth rescue, BacTiter-Glo, 24 h | 370,000 compounds, 0.14% hits | AID 652106, 2013; further: potency means the concentration at half of the fitted maximal effect; % of control where 0% means no effect; nearly all actives have a fitted effect of over 65% in size
#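 Readout is rescue of growth in alpha-synuclein-expressing yeast, so inhibitors of toxicity appear as activators. Growth after 24 hr at 30 deg C in galactose medium is quantified by luminescence.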
# PTHR1 ag: qHTS for PTHR1 Agonists: Primary Screen; Parathyroid hormone/parathyroid hormone-related peptide receptor (Homo sapiens), Q03431; HEK293 GP2 PTHR1 cells, GloSensor cAMP luminescence, 1 h; Potency, µM (highest dose often 115 µM), inactives show at the top dose activation, most hits filed as activators; 410,000 compounds, 0.075% hits; AID 743266, 2014; further: potency means the concentration at half of the fitted maximal effect; nearly all actives have a fitted effect of over 55% in size; some results filed as inactive show a strong effect at the top dose; inactives centre near -15; many of its hits are not listed in these tables
# Target sequence (Q03431 whole entry, looked up): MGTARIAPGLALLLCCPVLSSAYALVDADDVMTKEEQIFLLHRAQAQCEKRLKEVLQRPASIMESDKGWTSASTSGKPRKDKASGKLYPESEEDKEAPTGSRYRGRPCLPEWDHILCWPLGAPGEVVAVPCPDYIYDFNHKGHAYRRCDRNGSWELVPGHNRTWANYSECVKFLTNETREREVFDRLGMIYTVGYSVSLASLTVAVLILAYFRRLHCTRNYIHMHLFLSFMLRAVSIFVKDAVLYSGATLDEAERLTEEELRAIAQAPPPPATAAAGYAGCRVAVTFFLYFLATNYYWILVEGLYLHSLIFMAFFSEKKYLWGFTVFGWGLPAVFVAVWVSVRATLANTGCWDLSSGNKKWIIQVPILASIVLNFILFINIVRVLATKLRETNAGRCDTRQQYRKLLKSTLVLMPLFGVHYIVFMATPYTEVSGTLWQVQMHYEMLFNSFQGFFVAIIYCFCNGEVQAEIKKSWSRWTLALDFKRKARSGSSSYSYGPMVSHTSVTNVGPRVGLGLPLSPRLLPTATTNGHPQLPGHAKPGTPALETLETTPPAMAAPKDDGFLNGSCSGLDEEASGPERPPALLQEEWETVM
#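 HEK-293-derived GP2 cells expressing PTHR1 and a GloSensor cAMP reporter, 3,000/well, plated overnight, given luciferin plus IBMX (each 0.5 mM as added) for 1 h at 37 °C, then compound for 1 h at 37 °C. Luminescence was read after 15 min at room temperature.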
# DRD3 agonist: qHTS of D3 Dopamine Receptor Agonist: qHTS | D3R DiscoveRx beta-arrestin cells, luminescence, 90 min | max activation, % | 410,000 compounds, 0.58% hits | AID 652048, 2013; in the data active means max activation above about 30%; further: 0% is about no effect; mostly tested at two doses, the higher about 12 µM
#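 Agonist mode: compounds and dopamine controls were applied to plated cells for 90 min at 37 degrees C after an overnight attachment at 1500 cells/well. Luminescent read-out followed 30 - 60 minutes at room temperature with DiscoveRx detection reagent.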
# Active calls of the source: *; i = inactive; ? = inconclusive; . = no result given; & = joins results of further samples; [ ] = another dose, or the depositor's remark. Unless noted, the call rests on the fitted dose curve; in most records, active means well fitted curve in the direction sought with a large enough effect; inconclusive means small, poorly fitted or top-dose-only effect, or another doubt; inactive means no such curve, though single readings can be large; an effect the other way counts as inactive or inconclusive.
SMILES,GLP1R inv ag,KB-V1 MDR tox,D3 antag,GLP1R ag,HEK293 tox,TDP-43 yeast inh,aSyn rescue,PTHR1 ag,DRD3 agonist
COc1ccc(S(=O)(=O)N(CC(=O)O)c2ccc(C)cc2)cc1,21%,13%,8,4%,1%,-26%,-1%,i,-2
COc1ccc(OC)c(CNC(=O)C(C)n2nc(C)c3c(C)n(-c4ccccc4)nc3c2=O)c1 (stereo not drawn),6%,-18%,8,4%,-3%,9%,-1%,-13%,3
CCN(CC)S(=O)(=O)c1cc(NC(=O)C2CC(=O)N(Cc3ccccc3)C2)ccc1Cl (stereo not drawn),10µM*,-13%,30,14%,-9%,2%,2%,-32%,2
COc1ccc(Cl)c(NC(=O)C/C(C)=N/NC(=O)CCc2ccccc2)c1,?,18%,11,6%,-23%,11%,1%,-10%,-6
Cc1ccc(CC(CC(=O)O)C(=O)NCC23CC4CC(CC(C4)C2)C3)cc1 (stereo not drawn),-6%,5%,0,0%,8%,15%,0%,-19%,12
COCCNC(=O)C1CC(=O)N(C2CCCC2)C1 (stereo not drawn),6%,4%,-2,-2%,9%,-16%,0%,i,2
O=C(COc1ccc([N+](=O)[O-])cc1Cl)NCCN1C(=O)CSC1=O,0%,4%,-7,6%,-9%,5%,-6%,i,-2
Cc1ccc(Cn2c(C(C)Nc3nc(-c4ccc(F)cc4)cs3)nc3cc(Cl)c(Cl)cc32)cc1 (stereo not drawn),11µM*,0%,0,-6%,-24%,-23%,15%,16%,-16
COc1ccc(C2c3[nH]c4ccccc4c3CCN2C(=O)c2cn3ccccc3n2)c(F)c1 (stereo not drawn),?,?,?,15%,1%,-17%[9.22 µM],17%,-14%,-15
Cc1ccc(NCC(=O)N/N=C/c2cccn2C)cc1,9%,14%,-14,11%,2%,-3%,-2%,i,-7
COc1ccc(-n2ncc3c2CC(C)(C)CC3NC(=O)CCCN2CCCC2=O)cc1 (stereo not drawn),-15%,21%,2,10%,-3%,12%,-3%,-10%,1
CN(C)C(=O)c1cc(C(=O)c2ccc(C(F)(F)F)cc2F)c[nH]1,1%,1%,0,8%,8%,16%,2%,-66%[inhibitor],1
Cc1cc2cc3c(cc2nc1SCC(=O)O)CCC3,13%,0%,-3,2%,-6%,?,-38%[inhibitor],i,-2
COc1ccc(C2c3c(c(C)c(C)oc3=O)Oc3c(C)c(C)oc(=O)c32)cc1,1%,17%,21,5%,0%,15%,?,i,7
CC1(c2ccc(Cl)cc2)CC(C)(C)N(C(=O)c2ccccc2)c2ccccc21 (stereo not drawn),?,?,.,-1%,-6%,-9%,.,-19%,4
CCON1C(=O)C(C)(C)N(OCC)C(=O)C1(C)C,3%,?,-4,9%,-6%,-3%,-1%,i,10
CC(C)CCNC(=O)CN(C(=O)CCC(=O)Nc1ccccn1)c1ccc2c(c1)OCCO2,?,7%,18,3%,-3%,15%,1%,-29%,2
O=C1CCc2cc(S(=O)(=O)N3CCN(c4ccccc4)CC3)cc3c2N1CCC3,0%,-11%,28,-4%,-10%,21%,0%,i,6
O=C(COc1cccc(OC(F)F)c1)Nc1ccc(SC(F)F)cc1,10µM*,-4%,-27,9%,3%,5%,-7%,-9%[57.5 µM],-6
Cc1[nH]nc2c1C1(CCC(c3ccccc3)CC1)C(C#N)=C(N)O2 (stereo not drawn),-3%,15%,23,-10%,-9%,-20%,0%,i,-3
CCOC(=O)c1ccc(NC2=CC(c3ccc(F)cc3)N(c3ccc(C(=O)OCC)cc3)C2=O)cc1 (stereo not drawn),5%,0%,.,1%,-10%,12%,.,-9%,3
COc1cc(C)c(Cl)cc1S(=O)(=O)NCc1ccccn1,2%,-1%,?,0%,-12%,.,2%,-4%,7
COC(=O)c1ccc(C2/C(=C(/O)c3ccc(Cl)cc3)C(=O)C(=O)N2C2CCS(=O)(=O)C2)cc1 (stereo not drawn),18%,?,2,-2%,13%,-5%,0%,i,-2
CC(C)C(NC(=O)c1ccc(F)cc1)C(=O)N1CCN(c2ccccn2)CC1 (stereo not drawn),2%,-12%,-16,-3%,3%,-22%,-2%,-20%,-2
O=C1CCC[C@H]2c3[nH]c4ccccc4c3CCN12,-13%,-6%,-51*,-1%,0%,-1%,0%,-14%,-22
COc1cc(-c2c(C(C)=O)c(C)nc3c2C(=O)c2ccccc2-3)cc(OC)c1OC,32%[activator],0%,15,7%,-4%,-9%,0%,-23%,6
C=CCNC(=O)C1CC2Cn3c(nc4cc(C)c(C)cc43)C2N1C (stereo not drawn),10%,9%,28,3%,0%,15%,-3%,i,4
Cc1cccc(C(=O)OCC(=O)N2CCCC2=O)c1[N+](=O)[O-],8%,?,9,-19%,14%,-6%,-4%,-2%,6
COc1ccccc1C(C)Nc1nc(-c2cccnc2)nc2ccccc12 (stereo not drawn),?,-5%,14,?,2%,?,-14%,i,24
CCN(c1ccccc1)S(=O)(=O)c1ccc(OCc2c(C)noc2C)cc1,?,-36%,0,-2%,0%,4%,11%,-11%[57.5 µM],0
O=C(c1ccccc1C(=O)N1CCN(c2ccc(F)cc2)CC1)N1CCN(c2ccc(F)cc2)CC1,?,9.2µM*,9,-17%,3%,6%,0%,-26%,-7
CCCCCCn1cc(CN2CC(N3CCN(C)CC3)CS2(=O)=O)nn1 (stereo not drawn),23%,-6%,-1,2%,-6%,22%,0%,i,-1
C[C@@H]1CN([C@H](C)CO)C(=O)c2cc(Br)cnc2O[C@@H]1CN(C)C(=O)Cc1ccccc1,6%,-1%,-25,-8%,-9%,0%,-2%,-30%,1
CCOC(=O)c1c(CSc2ccccc2)n(C)c2cc(Br)c(OCC(O)CNC(CO)(CO)CO)cc12 (stereo not drawn),8.9µM*,-13%,9,0%,?,-4%,3%,-9%,2
Cc1nc2scc(C)n2c(=O)c1S(=O)(=O)Nc1ccc(N2CCN(S(C)(=O)=O)CC2)cc1,-19%&-16%,-2%&0%,24,-2%,-6%&0%,16µM*,?,-23%&-9%,1&5
C[C@@H]1CN([C@@H](C)CO)S(=O)(=O)c2ccc(-c3ccc(C(=O)N(C)C)cc3)cc2O[C@@H]1CN(C)Cc1ccccc1C(=O)O,3%,16%,16,3%,1%,2%,-5%,-19%,1
Cc1ccccc1Oc1cc(NC(=O)Cn2cnc([N+](=O)[O-])c2)cc([N+](=O)[O-])c1,?,1%,-1,14%,-20%,20%,-1%,-28%,-2
Cc1ccc(-c2cc(C(=O)NCCCN3CCCC3)c3ccccc3n2)cc1C,?,-9%,?,15%,-3%,-17%,1%,19%,-21
CCCC(=O)c1cc(F)c(N2CCOCC2)cc1C,73%[activator],-16%,9,7%,7%,-3%,-2%,i,4
CC1CN(c2ccccc2)NC1=O (stereo not drawn),-11%,23%,-14,-1%,-4%,36%,4%,i,4
CC(C)NC(=O)CN1C(=O)c2ccccc2S1(=O)=O,22%[7.66 µM],11%,-9,5%,7%[7.66 µM],2%[9.22 µM],1%,i,-1
COc1ccc(/C=C/C(=O)Nc2cccc(S(=O)(=O)NC3=NCCCCC3)c2)c(OC)c1,-7%,12%,16,-6%,-17%,13%,3%,-50%[inhibitor],4
CC(=O)Nc1ccc(S(=O)(=O)NCc2nc(-c3ccccc3C)no2)cc1,15%,4%,-15,13%,1%,-14%,-2%,i,-8

# Ordered by length of the SMILES (lowest first): some entries from above.
SMILES,GLP1R inv ag,KB-V1 MDR tox,D3 antag,GLP1R ag,HEK293 tox,TDP-43 yeast inh,aSyn rescue,PTHR1 ag,DRD3 agonist
CC1CN(c2ccccc2)NC1=O (stereo not drawn),-11%,23%,-14,-1%,-4%,36%,4%,i,4
CCCC(=O)c1cc(F)c(N2CCOCC2)cc1C,73%[activator],-16%,9,7%,7%,-3%,-2%,i,4
CC(C)NC(=O)CN1C(=O)c2ccccc2S1(=O)=O,22%[7.66 µM],11%,-9,5%,7%[7.66 µM],2%[9.22 µM],1%,i,-1
Cc1ccc(-c2cc(C(=O)NCCCN3CCCC3)c3ccccc3n2)cc1C,?,-9%,?,15%,-3%,-17%,1%,19%,-21
CN(C)C(=O)c1cc(C(=O)c2ccc(C(F)(F)F)cc2F)c[nH]1,1%,1%,0,8%,8%,16%,2%,-66%[inhibitor],1
CC(=O)Nc1ccc(S(=O)(=O)NCc2nc(-c3ccccc3C)no2)cc1,15%,4%,-15,13%,1%,-14%,-2%,i,-8
COc1ccc(-n2ncc3c2CC(C)(C)CC3NC(=O)CCCN2CCCC2=O)cc1 (stereo not drawn),-15%,21%,2,10%,-3%,12%,-3%,-10%,1
CC(C)CCNC(=O)CN(C(=O)CCC(=O)Nc1ccccn1)c1ccc2c(c1)OCCO2,?,7%,18,3%,-3%,15%,1%,-29%,2
C[C@@H]1CN([C@H](C)CO)C(=O)c2cc(Br)cnc2O[C@@H]1CN(C)C(=O)Cc1ccccc1,6%,-1%,-25,-8%,-9%,0%,-2%,-30%,1

# An excerpt; rates above refer to the full screens.
